Scp-1 inhibitor: inhibitors of human Scp-1 phosphatase; Recombinant Scp1, phosphopeptide, malachite green phosphate absorbance; inhibition, % at 20 µM; hit rate 0.88% among 340,000;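 active = inhibition above about 50% at 20 µM, limit read from the data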;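 note: plate controls were DMSO wells with enzyme for no effect and wells lacking enzyme for full effect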
Target sequence (Q9GZU7 76-261 limits assumed): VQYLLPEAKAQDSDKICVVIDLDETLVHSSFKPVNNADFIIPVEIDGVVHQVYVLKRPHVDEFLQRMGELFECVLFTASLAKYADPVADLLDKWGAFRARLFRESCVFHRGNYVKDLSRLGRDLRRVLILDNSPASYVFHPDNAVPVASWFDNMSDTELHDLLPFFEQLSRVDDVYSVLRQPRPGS
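Incubation: 45 min enzyme reaction at room temperature / System: truncated SCP-1 phosphatase (76-261aa) / Reagent: Phospho 17-mer peptide substrate / Buffer or medium: Acidic Tris acetate buffer with magnesium and detergent / Signal: absorbance at 630 nm / Doses: one concentration, 20 µM, with 1.0% DMSO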
MsrA act: activates bovine MsrA enzyme; purified bovine MsrA, absorbance read-out; activation, % at 10.6 µM; hit rate 0.3% among 360,000; AID 602163; in the data active = activation above about 7.5%;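 note: 0% = vehicle and 100% = reference activator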
MsrA inhibitor: bovine MsrA inhibition | purified bovine MsrA, absorbance read-out | inhibition, % at 15.5 µM | hit rate 0.75% among 360,000 | AID 651718; in the data active = inhibition above about 4.5%;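 note: 0% = vehicle wells with enzyme and 100% = reference inhibitor wells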
SUMO1-SIM PPI: alters human SUMO1 binding to SIM partners; SUMO1 binding to a labelled peptide, TR-FRET, 1 h; inhibition, % at 20 µM; hit rate 0.33% among 360,000; AID 602429; in the data active = inhibition above about 37%
DNMT1 block: DNMT1 (human) enzyme inhibition; P26358; DNMT1 molecular beacon, Hinp1I cleavage, fluorescence; inhibition (reported as % activation of signal), % at 10 µM; hit rate 0.83% among 360,000; in the data active = inhibition above about 50%
eLon inh: inhibits E. coli Lon protease; P0A9M0; purified E. coli Lon protease, fluorescence polarization; inhibition, % at 7.94 µM; hit rate 0.42% among 360,000; in the data active = inhibition above about 13%, passing the limit was not always enough;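 note: 0% = enzyme with probe and DMSO and 100% = no enzyme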
TbMetRS inhib: Trypanosoma brucei MetRS inhibition | purified T. brucei MetRS, ATP depletion, Kinase-Glo luminescence | inhibition, % at 11.9 µM | hit rate 0.4% among 360,000;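 active = inhibition above a per-plate cutoff of the control wells' mean inhibition plus 3 SD, cut at about 5.5% in these data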;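 note: 0% = DMSO wells median and 100% = median of wells with control inhibitor compound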
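System: purified T. brucei MetRS enzyme / Detection: Kinase-Glo luciferase luminescence reporting remaining unconsumed ATP / Medium: HEPES buffer with MgCl2, KCl, DTT, spermine, BSA, pyrophosphatase / Replication: singlicate, one well per compound / Evaluation: percent inhibition relative to median high and low control wells / Schedule: 2 h aminoacylation at 25 °C after 15 min preincubation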
STEP block: blocks human striatal-enriched tyrosine phosphatase; hit rate 0.25% among 360,000; inhibition, % at 20 µM; recombinant STEP, OMFP fluorogenic substrate, fluorescence; P54829; AID 588621;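 active = inhibition at 20 µM, scaled per plate between control wells, above about 37%, limit read from the data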;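 note: 0% = DMSO with enzyme and substrate and 100% = substrate only without enzyme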
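System: STEP (striatal-enriched tyrosine phosphatase) enzyme, cell-free; medium: Bis-Tris pH 6.0 buffer with DTT, detergent; dosing: 20 µM, 1% DMSO; times: reaction 20 min, ambient temperature; detection: fluorescence, 480/540 nm; read-out basis: normalized % inhibition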
NRP1-CendR mod: NRP-1/CendR interaction modulation. O14786. FAM-RPARPAR peptide binding to NRP-1, fluorescence polarization. inhibition, % at 25 µM. hit rate 0.85% among 360,000. AID 602438;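 active = inhibition or corrected inhibition above about 18%, plus a signal ratio from 0.5 to 1.5, limit read from the data, passing the limit was not always enough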; note: strong numbers were not always called active
Target sequence (O14786 whole entry, looked up): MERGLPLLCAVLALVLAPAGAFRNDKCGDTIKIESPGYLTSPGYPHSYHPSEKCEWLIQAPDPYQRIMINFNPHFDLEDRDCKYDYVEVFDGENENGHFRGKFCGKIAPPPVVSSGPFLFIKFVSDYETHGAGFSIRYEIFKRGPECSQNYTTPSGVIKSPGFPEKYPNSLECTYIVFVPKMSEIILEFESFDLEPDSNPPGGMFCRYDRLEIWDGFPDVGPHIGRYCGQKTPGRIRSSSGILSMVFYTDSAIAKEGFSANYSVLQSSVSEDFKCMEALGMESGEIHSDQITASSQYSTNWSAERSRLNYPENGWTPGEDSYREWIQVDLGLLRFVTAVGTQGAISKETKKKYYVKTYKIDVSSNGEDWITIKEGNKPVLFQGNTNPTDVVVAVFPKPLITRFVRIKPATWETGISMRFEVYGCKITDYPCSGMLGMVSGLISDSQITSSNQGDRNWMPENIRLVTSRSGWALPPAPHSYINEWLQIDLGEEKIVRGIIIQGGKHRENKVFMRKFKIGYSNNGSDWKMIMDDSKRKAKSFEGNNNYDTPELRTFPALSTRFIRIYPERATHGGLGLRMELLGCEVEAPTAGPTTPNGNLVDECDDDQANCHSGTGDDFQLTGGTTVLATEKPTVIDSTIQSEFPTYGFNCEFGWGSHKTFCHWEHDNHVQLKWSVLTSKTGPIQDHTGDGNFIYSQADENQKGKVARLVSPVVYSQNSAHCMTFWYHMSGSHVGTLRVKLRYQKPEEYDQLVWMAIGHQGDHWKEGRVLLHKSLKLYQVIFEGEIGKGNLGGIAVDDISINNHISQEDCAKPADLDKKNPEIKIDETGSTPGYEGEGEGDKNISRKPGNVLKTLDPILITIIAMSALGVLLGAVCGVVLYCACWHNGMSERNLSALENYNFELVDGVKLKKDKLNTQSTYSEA
LMPTP inh: blocks human LMPTP phosphatase; P24666; inhibition, % at 20 µM; recombinant LMPTP-A, OMFP fluorogenic substrate, fluorescence intensity; hit rate 0.22% among 360,000; AID 651560;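 active = compounds that cut the enzyme signal by at least half of the control window in the single-dose screen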;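 note: plate controls were DMSO wells with enzyme plus substrate for no effect and substrate without enzyme for full effect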
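material = LMPTP-A | quantity = 0.625 nM enzyme | reagent = OMFP substrate, 400 µM final | buffer or medium = Bis-Tris pH 6.0, DTT, detergent | detection = endpoint fluorescence intensity from OMFP dephosphorylation | dosing = single 20 µM dose | read-out basis = % inhibition relative to no-enzyme and uninhibited control wells | control set = no-enzyme and uninhibited controls | timing = 50 min at room temperature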
Starred values were filed as active, the others as inactive. Not a hit list; any-hit rate near 4.3%.

Screening Cc1ccc(-c2nc3ncccc3o2)cc1NC(=O)C(C)C returned Scp-1 inhibitor 0, MsrA act -3, MsrA inhibitor 1.0, SUMO1-SIM PPI 1, DNMT1 block 0, eLon inh 2, TbMetRS inhib -0.7, STEP block -1, NRP1-CendR mod -6 and LMPTP inh -0.4.
Screening CCOC(=O)C1=C(CSc2nnnn2C)N(C)C(=O)NC1c1ccccc1 (stereo not drawn) returned Scp-1 inhibitor -2, MsrA act -4, MsrA inhibitor -0.4, SUMO1-SIM PPI 0, DNMT1 block 1, eLon inh 0, TbMetRS inhib -0.6, STEP block 1, NRP1-CendR mod -4 and LMPTP inh -0.8.
C=CCSc1nnc(NC(=O)CSc2nnc(C)s2)s1 was read as Scp-1 inhibitor -4, MsrA act -4, MsrA inhibitor -0.1, SUMO1-SIM PPI 9, DNMT1 block 4, eLon inh -10, TbMetRS inhib -0.7, STEP block 5, NRP1-CendR mod 4 and LMPTP inh -0.5.
CN(C)C(CNC(=O)c1cc2ccccc2oc1=O)c1ccccc1 (stereo not drawn) was read as Scp-1 inhibitor 1, MsrA act -2, MsrA inhibitor 0.9, SUMO1-SIM PPI -36, DNMT1 block 1, eLon inh 2, TbMetRS inhib -0.3, STEP block 0, NRP1-CendR mod 4 and LMPTP inh -1.3.
COc1ccc(CN(C(=O)CO/N=C/c2ccccc2)c2ccccc2C(=O)O)cc1 was read as Scp-1 inhibitor -10, MsrA act -11, MsrA inhibitor 0.4, SUMO1-SIM PPI 2, DNMT1 block 1, eLon inh -5, TbMetRS inhib -0.9, STEP block -2, NRP1-CendR mod 9 and LMPTP inh 0.0.
Screening COc1cc(/C=C2/CCCC(C(=O)C(F)(F)F)=C2O)ccc1O returned Scp-1 inhibitor -8, MsrA act -5, MsrA inhibitor 0.2, SUMO1-SIM PPI 3, DNMT1 block 0, eLon inh -15, TbMetRS inhib -0.3, STEP block 5, NRP1-CendR mod -22 and LMPTP inh -0.5.
Fc1cccc(Cl)c1-c1nnc2ccc(N3CCOCC3)nn12 was read as Scp-1 inhibitor 5, MsrA act 3, MsrA inhibitor 2.4, SUMO1-SIM PPI 1, DNMT1 block -2, eLon inh 4, TbMetRS inhib 0.1, STEP block -1, NRP1-CendR mod -15 and LMPTP inh -1.1.
For O=C(NCC1CC1)C1CCCN(S(=O)(=O)c2ccc(-n3cnnn3)cc2)C1 (stereo not drawn) the results were Scp-1 inhibitor -2, MsrA act -9, MsrA inhibitor -0.2, SUMO1-SIM PPI 2, DNMT1 block 2, eLon inh -10, TbMetRS inhib -0.7, STEP block -4, NRP1-CendR mod 10 and LMPTP inh -0.2.
Screening COc1cc2c(cc1OC)C1=C(C#N)CN(CC(=O)O)CN1CC2 returned Scp-1 inhibitor -9, MsrA act -4, MsrA inhibitor 1.2, SUMO1-SIM PPI -2, DNMT1 block -12, eLon inh -5, TbMetRS inhib -0.1, STEP block 0, NRP1-CendR mod -5 and LMPTP inh -0.7.
Cn1c(O)c(N=Nc2ccccc2[N+](=O)[O-])c2ccccc21 was read as Scp-1 inhibitor -10, MsrA act -6, MsrA inhibitor -0.8, SUMO1-SIM PPI -6, DNMT1 block 33, eLon inh -11, TbMetRS inhib -0.8, STEP block -1, NRP1-CendR mod 4 and LMPTP inh 1.1.
Cc1cc(C)c(S(=O)(=O)N2CCC(C(=O)NCc3ccncc3)CC2)c(C)c1 was read as Scp-1 inhibitor -4, MsrA act -2, MsrA inhibitor -1.4, SUMO1-SIM PPI 4, DNMT1 block -19, eLon inh -11, TbMetRS inhib -0.3, STEP block 0, NRP1-CendR mod 11 and LMPTP inh 0.3.
For N#Cc1cnn2c(C(F)(F)F)cc(-c3ccccc3)nc12 the results were Scp-1 inhibitor -2, MsrA act -2, MsrA inhibitor 1.0, SUMO1-SIM PPI -23, DNMT1 block 11, eLon inh -2, TbMetRS inhib -0.6, STEP block 0, NRP1-CendR mod -2 and LMPTP inh 0.8.
c1ccc(-c2cccc(-c3ccccc3)n2)cc1 was read as Scp-1 inhibitor 2, MsrA act -3, MsrA inhibitor -0.3, SUMO1-SIM PPI 6, DNMT1 block 0, eLon inh -3, TbMetRS inhib 0.9, STEP block -2, NRP1-CendR mod 18 and LMPTP inh 2.4.
Screening CC1CC(C)CN(C(=O)C2CCN(C(=O)Nc3ccccc3)CC2)C1 (stereo not drawn) returned Scp-1 inhibitor 8, MsrA act -1, MsrA inhibitor 0.1, SUMO1-SIM PPI 3, DNMT1 block -1, eLon inh -9, TbMetRS inhib 0.1, STEP block -2, NRP1-CendR mod 10 and LMPTP inh 1.3.
For CC(=O)Nc1ccc(S(=O)(=O)NC2(c3ccccc3)C(=O)N(C)C(=O)N(C)C2=O)cc1 the results were Scp-1 inhibitor -13, MsrA act 0, MsrA inhibitor -0.8, SUMO1-SIM PPI 1, DNMT1 block 3, eLon inh -6, TbMetRS inhib -0.2, STEP block 2, NRP1-CendR mod 3 and LMPTP inh -0.9.
Screening CCN=C(NCC)SC1CC(=O)N(c2cccc(OC)c2)C1=O (stereo not drawn) returned Scp-1 inhibitor -11, MsrA act -2, MsrA inhibitor 0.2, SUMO1-SIM PPI -1, DNMT1 block 1, eLon inh -2, TbMetRS inhib -0.3, STEP block -3, NRP1-CendR mod -4 and LMPTP inh -0.4.
CCOC(=O)c1c(S(=O)(=O)NCC(=O)Nc2ccc(OC)cc2)c(C)n(C)c1C was read as Scp-1 inhibitor -2, MsrA act 0, MsrA inhibitor -0.3, SUMO1-SIM PPI 1, DNMT1 block -3, eLon inh 0, TbMetRS inhib 0.4, STEP block 0, NRP1-CendR mod 9 and LMPTP inh -0.5.
`CCOC(=O)CSc1nc(-c2ccccc2)ns1` gave Scp-1 inhibitor 0, MsrA act -11, MsrA inhibitor 0.1, SUMO1-SIM PPI 0, DNMT1 block 0, eLon inh 1, TbMetRS inhib -1.0, STEP block 10, NRP1-CendR mod 0 and LMPTP inh 0.3.
Screening Cc1cc(C)cc(C(=O)NCC(=O)OCC(=O)NCc2ccco2)c1 returned Scp-1 inhibitor 14, MsrA act -1, MsrA inhibitor 0.0, SUMO1-SIM PPI -2, DNMT1 block -19, eLon inh 9, TbMetRS inhib -1.1, STEP block 0, NRP1-CendR mod -2 and LMPTP inh 0.7.
For COc1ccccc1CN1CCCC(CN(CCN(C)C)C(=O)c2ccc(C)cc2)C1 (stereo not drawn) the results were Scp-1 inhibitor -5, MsrA act -2, MsrA inhibitor 1.1, SUMO1-SIM PPI -8, DNMT1 block 0, eLon inh -3, TbMetRS inhib 0.8, STEP block -2, NRP1-CendR mod -7 and LMPTP inh -0.5.

At a glance, two of the compounds above.
Screening Cc1ccc(-c2nc3ncccc3o2)cc1NC(=O)C(C)C returned Scp-1 inhibitor 0, MsrA act -3, MsrA inhibitor 1.0, SUMO1-SIM PPI 1, DNMT1 block 0, eLon inh 2, TbMetRS inhib -0.7, STEP block -1, NRP1-CendR mod -6 and LMPTP inh -0.4.
Screening CCOC(=O)C1=C(CSc2nnnn2C)N(C)C(=O)NC1c1ccccc1 (stereo not drawn) returned Scp-1 inhibitor -2, MsrA act -4, MsrA inhibitor -0.4, SUMO1-SIM PPI 0, DNMT1 block 1, eLon inh 0, TbMetRS inhib -0.6, STEP block 1, NRP1-CendR mod -4 and LMPTP inh -0.8.

Continuation:
`OC(COc1ccc(Cl)cc1)CN1CCN(c2ccccc2)CC1` (stereo not drawn) gave Scp-1 inhibitor 2, MsrA act -6, MsrA inhibitor -0.8, SUMO1-SIM PPI 1, DNMT1 block 3, eLon inh 6, TbMetRS inhib -0.5, STEP block 2, NRP1-CendR mod -4 and LMPTP inh 1.3.
Screening Cc1ccc(-n2c(-c3ccccc3)c[nH]c2=S)cc1 returned Scp-1 inhibitor 2, MsrA act -1, MsrA inhibitor 0.1, SUMO1-SIM PPI -1, DNMT1 block 2, eLon inh 1, TbMetRS inhib -0.2, STEP block -2, NRP1-CendR mod 8 and LMPTP inh -1.5.
Screening CCOC(=O)c1c(CC(C)C)csc1NC(=O)COC(=O)C1=NNC(=O)CC1 returned Scp-1 inhibitor -6, MsrA act 0, MsrA inhibitor -0.7, SUMO1-SIM PPI 10, DNMT1 block 0, eLon inh -3, TbMetRS inhib 0.2, STEP block -1, NRP1-CendR mod 1 and LMPTP inh 1.0.
`Cc1oc2ccc(Br)cc2c(=O)c1-c1nn[nH]n1` gave Scp-1 inhibitor -2, MsrA act -4, MsrA inhibitor -0.8, SUMO1-SIM PPI 3, DNMT1 block 1, eLon inh 21*, TbMetRS inhib -0.5, STEP block 11, NRP1-CendR mod -3 and LMPTP inh -0.5.
`COc1ccc(C2C3=C(CC(C)(C)CC3=O)Nc3nc(C)nn32)cc1OC` (stereo not drawn) gave Scp-1 inhibitor 5, MsrA act -1, MsrA inhibitor 0.4, SUMO1-SIM PPI 3, DNMT1 block -4, eLon inh 3, TbMetRS inhib -0.2, STEP block 3, NRP1-CendR mod 4 and LMPTP inh 0.0.
`Clc1cc(NCc2cccs2)ccc1N1CCOCC1` gave Scp-1 inhibitor -6, MsrA act -1, MsrA inhibitor 0.4, SUMO1-SIM PPI -3, DNMT1 block -20, eLon inh 11, TbMetRS inhib -0.7, STEP block 1, NRP1-CendR mod 11 and LMPTP inh -0.5.
Screening CC#CCNCc1ccccc1 returned Scp-1 inhibitor -3, MsrA act 0, MsrA inhibitor 0.6, SUMO1-SIM PPI -4, DNMT1 block 0, eLon inh 4, TbMetRS inhib 0.3, STEP block -1, NRP1-CendR mod 10 and LMPTP inh 1.2.
CN(C)c1ccc(/C=N/NC(=O)c2ccccn2)cc1 was read as Scp-1 inhibitor -4, MsrA act -5, MsrA inhibitor 3.9, SUMO1-SIM PPI -15, DNMT1 block 3, eLon inh -3, TbMetRS inhib -1.5, STEP block 1, NRP1-CendR mod 20 and LMPTP inh -0.3.
`CCOC(=O)N1CCN(c2ccc([N+](=O)[O-])cc2F)CC1C` (stereo not drawn) gave Scp-1 inhibitor 4, MsrA act -3, MsrA inhibitor 0.9, SUMO1-SIM PPI -21, DNMT1 block -6, eLon inh 4, TbMetRS inhib 0.3, STEP block 0, NRP1-CendR mod 4 and LMPTP inh -0.4.
`CCCS/C(N)=N/N=C/c1ccccc1O` gave Scp-1 inhibitor -9, MsrA act -2, MsrA inhibitor 3.4, SUMO1-SIM PPI -1, DNMT1 block -2, eLon inh -6, TbMetRS inhib -0.3, STEP block -7, NRP1-CendR mod -5 and LMPTP inh 1.0.
`O=C(CN1CCN(C/C=C/c2ccccc2)CC1)NCc1ccc(Cl)cc1` gave Scp-1 inhibitor -17, MsrA act 1, MsrA inhibitor 0.2, SUMO1-SIM PPI 2, DNMT1 block 0, eLon inh -4, TbMetRS inhib 0.5, STEP block 7, NRP1-CendR mod 1 and LMPTP inh -1.4.

Screening results: PubChem BioAssay, several laboratories
